Screening results: PubChem, several laboratories
HCV core dimer – inhibitors of HCV core protein dimerization, primary screen, biochemical, TR-FRET, high-throughput | TR-FRET GST/Flag-core106 dimerization, 1536-well | inhibition, % at 5 µM | 300,000 tested, 0.33% active;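 active = inhibition above the mean of all tested compounds plus 3 SD, set per screening campaign, cut at about 45% in these data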
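Assay system: Tagged HCV core106 pair (GST and Flag) | Buffer or medium: KF-containing HEPES buffer, pH 7.45, DTT, CHAPS, BSA | Also added: Eu donor and XL665 acceptor anti-tag antibodies | Dosing: One concentration, 5 µM, in 0.5% DMSO | Timing: 4 h at 22.5 °C | Technique: TR-FRET 671 and 617 nm emission | Repeats: Singlicate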
EBNA-1 inhibitor – EBNA-1 DNA-binding inhibitors, primary screen, biochemical, fluorescence polarization. 300,000 tested, 0.34% active. inhibition, % at 14.8 µM; in the data active = inhibition above about 28%
Efflux pump inh – inhibitors of Candida efflux pumps in yeast, primary screen, S. cerevisiae, Nile Red, multiplex | 330,000 tested, 0.44% active | AID 485275, 2010 | inhibition, % at 10 µM | S. cerevisiae Candida pump triplex;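 active = plate passing quality check with inhibition over a set limit, or well fluorescence over plate mean plus 4 SD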;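 also: Nile Red retained in pooled yeast measured as flow cytometry median fluorescence; 0% = buffer negative control and 100% = Enniatin B positive control; higher means more Nile Red kept so more efflux inhibition; some compounds called inactive have numbers as strong as hits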
ZTA counter – counter-screen for EBNA-1 inhibitors: inhibitors of Epstein-Barr virus ZTA; P03206; ZTA-DNA binding, fluorescence polarization; inhibition, % at 11 µM; 320,000 tested, 0.15% active; AID 2234; in the data active = inhibition above about 33%
Target sequence (P03206 whole entry, looked up): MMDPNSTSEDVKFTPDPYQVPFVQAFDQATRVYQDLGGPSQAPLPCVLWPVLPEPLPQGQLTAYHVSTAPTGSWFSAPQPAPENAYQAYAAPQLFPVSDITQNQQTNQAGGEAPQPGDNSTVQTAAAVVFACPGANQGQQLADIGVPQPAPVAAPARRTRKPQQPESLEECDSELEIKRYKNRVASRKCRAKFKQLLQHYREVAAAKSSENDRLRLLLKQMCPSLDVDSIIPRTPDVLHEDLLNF
PREPL inh – PREPL enzyme inhibitors, primary screen, biochemical, fluorescence polarization. recombinant PREPL, fluorescence polarization activity-based probe. Prolyl endopeptidase-like (Homo sapiens), Q4J6C6. AID 2751, 2010. inhibition, % at 5.96 µM. 320,000 tested, 0.68% active; in the data active = inhibition above about 43%;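 also: 0% = enzyme with DMSO and 100% = wells lacking enzyme; many of its hits are not listed in these tables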
PP5 inh – PP5 phosphatase inhibitors, primary screen, biochemical, fluorescence | Serine/threonine-protein phosphatase 5 (Homo sapiens), P53041 | purified PP5c, OMFP substrate fluorescence | inhibition, % at 6.7 µM | 320,000 tested, 0.18% active | AID 1987, 2009;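 active = inhibition above the campaign's mean inhibition across all tested compounds plus 3 SD, cut at about 9.5% in these data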;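 also: 0% = DMSO only and 100% = 100 µM cantharidin control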
Target sequence (P53041 whole entry, looked up): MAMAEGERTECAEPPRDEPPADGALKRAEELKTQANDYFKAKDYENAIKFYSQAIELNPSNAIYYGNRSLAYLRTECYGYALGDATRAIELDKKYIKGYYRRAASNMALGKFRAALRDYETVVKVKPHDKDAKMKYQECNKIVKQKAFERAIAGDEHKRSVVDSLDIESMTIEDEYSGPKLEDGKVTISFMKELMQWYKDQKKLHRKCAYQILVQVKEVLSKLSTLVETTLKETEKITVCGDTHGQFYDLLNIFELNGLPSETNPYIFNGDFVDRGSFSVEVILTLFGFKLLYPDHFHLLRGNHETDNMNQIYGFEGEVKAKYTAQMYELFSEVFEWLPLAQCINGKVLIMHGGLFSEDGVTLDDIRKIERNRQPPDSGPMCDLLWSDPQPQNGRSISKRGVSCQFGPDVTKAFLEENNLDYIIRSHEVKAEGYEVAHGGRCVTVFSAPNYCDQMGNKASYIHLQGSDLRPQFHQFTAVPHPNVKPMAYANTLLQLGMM
TPT1 inh – Candida albicans TPT1 enzyme inhibitors, primary screen, biochemical, fluorescence polarization; tRNA 2'-phosphotransferase TPT1 (Candida albicans SC5314); recombinant caTPT1, FP RNA substrate dephosphorylation; inhibition, % at 5 µM; 300,000 tested, 0.81% active;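 active = inhibition above the mean of all tested compounds plus 3 SD, set per screening campaign, cut at about 24% in these data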;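 also: plate controls were DMSO alone for no effect and ferristatin control at 100 nM for full effect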
Fh CTSL1 inh – Fasciola hepatica cathepsin L1 inhibitors, primary screen, counter-screen for PFM18AAP inhibitor project, biochemical, QFRET, fluorogenic peptide substrate; 300,000 tested, 0.49% active; recombinant F. hepatica cathepsin L1, Z-Leu-Arg-MCA fluorescence; inhibition, % at 5.96 µM;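 active = inhibition above the mean of all tested compounds plus 3 SD, set per screening campaign, cut at about 17% in these data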;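 also: 0% = plate median of test compound wells and 100% = 1 µM Z-Phe-Ala-diazomethylketone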
PP1 inh – PP1-alpha phosphatase inhibitors, primary screen, counter-screen for PP5 inhibitor project, biochemical, fluorescence, OMFP substrate, single point. inhibition, % at 6.7 µM. Serine/threonine-protein phosphatase PP1-alpha catalytic subunit (Homo sapiens), P62136. 320,000 tested, 0.9% active. purified PP1alpha;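 active = inhibition above the mean inhibition of all tested compounds plus 3 SD, computed separately for each screening campaign, cut at about 15% in these data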
Active calls of the source: *; · = not tested or not shown. This is a subset; count on the stated rates, not on these rows.

Screens in order – HCV core dimer	EBNA-1 inhibitor	TPT1 inh	Fh CTSL1 inh	Efflux pump inh	ZTA counter	PREPL inh	PP1 inh	PP5 inh
- CCCc1[nH]nc2c1C(c1ccc(OC)cc1OC)C(C#N)=C(N)O2 (centres undefined)
 : 0	-10	5	-1	-0.1	9	-3	-2	3.8
- CC(=O)Nc1ccc(S(=O)(=O)NCC2CCC(C(=O)N3CCN(c4ccccn4)CC3)CC2)cc1 (centres undefined)
 : 2	7	-3	-4	-0.1	10	2	0	-1.8
- O=C(CCc1nc(-c2ccccc2Cl)no1)NCc1ccco1
 : 2	-6	4	2	0.0	2	-2	4	-2.6
- COc1ccc(C(=O)c2oc3ccc(OC)cc3c2N)cc1
 : 1	-1	0	8	0.1	10	29	0	2.2
- CCCCNC(=O)Nc1ccccn1
 : 2	6	-4	3	-0.3	5	0	-2	-0.7
- OC(COc1ccc2cc(Br)ccc2c1)CN1CCCC1 (centres undefined)
 : 1	3	-2	1	0.0	3	17	-3	-0.1
- CC(=O)Nc1ccc(S(=O)(=O)Nc2ccc(N3CCOCC3)c(F)c2)cc1
 : -1	1	1	-2	-0.1	26	13	-3	-2.1
- CC(C)(C)Nc1nc(NC(C)(C)C)nc(-n2ccnc2)n1
 : 0	-7	4	3	0.2	-2	3	6	5.6
- CCC(=O)Nc1ccc(NC(=O)CSc2nnnn2-c2ccc3c(c2)OCCO3)cc1
 : 11	0	0	1	-0.1	-10	-1	2	-1.2
- CCC1(C)Cc2ccccc2-c2nc(NCCO)n(-c3ccc(C)cc3)c(=O)c21 (centres undefined)
 : 2	9	-3	10	-0.1	-6	14	1	4.0
- Cc1nn(C)cc1CNC(=O)c1cnn2c(C(F)F)cc(C3CC3)nc12
 : 2	14	-1	3	-0.1	-3	20	-1	-2.8
- COc1ccc(/C=C(\NC(=O)c2cccs2)C(=O)Nc2cccc3ccccc23)cc1OC
 : -6	3	0	0	-0.2	-3	-6	1	3.1
- COc1ccc(OC)c(NC(=O)CSc2nnnn2-c2ccc3c(c2)OCO3)c1
 : 1	-5	-3	2	0.1	1	3	2	2.8
- COCC(C)NS(=O)(=O)c1ccc(C(=O)NC(Cc2ccccc2)c2ccccc2)cc1 (centres undefined)
 : -12	5	1	2	0.0	-4	6	-1	2.0
- Cc1cc(OCC(=O)NCCCN(C)C)cc(C)c1Br
 : 3	2	1	-1	-0.1	12	-5	-2	3.6
- C1CCc2c(nc3nnnn3c2N2CCOCC2)C1
 : 4	7	-2	-1	-0.2	2	1	-1	0.9
- CC(=O)Nc1sc(C)c(C)c1C(=O)OCC(=O)N(C)c1c(N)n(Cc2ccccc2)c(=O)[nH]c1=O
 : -1	-1	0	-1	0.1	-1	9	1	-0.5
- N#Cc1cccc(NC(=O)CSc2ccc3c4c(cccc24)C(=O)c2ccccc2-3)c1
 : 67*	-4	-73	9	0.4	-5	10	1	2.7
- COc1ccc(NC(=O)c2nc[nH]c2C(=O)NCC(=O)OC(C)(C)C)cc1
 : 7	3	-2	1	0.0	2	6	1	4.4
- CC(C)NCCCCOc1ccccc1-c1ccccc1
 : 0	-3	0	5	-0.2	13	14	-2	1.2
- CC(=O)Nc1ccc(S(=O)(=O)NC2=C(N3CCN(c4ccc(F)cc4)CC3)C(=O)c3ccccc3C2=O)cc1
 : -2	-5	-1	11	-0.1	-3	59*	-1	4.4
- CC(C)(C)NC(=O)COC(=O)c1cc(Cl)ccc1[N+](=O)[O-]
 : 4	-1	-1	0	-0.1	-2	-16	-4	1.0
- CSc1nncc(-c2ccc(F)c(F)c2)n1
 : 1	-1	2	2	0.6	3	15	0	-0.8
- Cn1nc(C(F)(F)F)c(C(=O)Nc2ccc(F)cc2F)c1Sc1cccc(C(F)(F)F)c1
 : -3	12	0	4	0.0	-10	2	6	5.7
- COc1cc(/C=N/NC(=O)/C(=C\c2ccc3c(c2)OCO3)NC(=O)c2ccccc2)ccc1O
 : -3	-22	0	2	0.3	3	10	-1	-1.0
- O=C(Cn1cnnn1)NC1CCCN(Cc2ccccc2F)C1 (centres undefined)
 : 4	8	-1	-1	-0.1	0	3	-6	-0.2
- Cc1ccc(NC(=O)NCCCN2CCCC2=O)cc1
 : -2	2	-2	-2	0.0	3	3	-2	0.7
- CCc1ccccc1Nc1nc(N)nc(CSCC(=O)Nc2ccc(C)c(C)c2)n1
 : 0	-2	-2	-4	0.0	-5	0	0	2.6
- CC(C)CCNC(=O)c1onc(CSc2ccc(F)cc2)c1C(=O)NCCC(C)C
 : 0	4	0	3	0.0	10	6	-1	0.3
- S=C(NCCc1ccccc1)Nc1cnc2ccccc2c1
 : 6	6	-5	-1	0.1	7	16	4	2.1
- C#CCN(CC=C)C(=O)C1CCC(=O)N(CCCc2ccccc2)C1 (centres undefined)
 : -3	1	2	-2	0.6	0	12	-1	-3.0
- COc1ccc(NC(=O)COc2ccccc2C(=O)NCC(c2ccccc2)N(C)C)cc1Cl (centres undefined)
 : -5	-11	-2	1	0.0	-7	-15	0	4.0
- Nc1nc(Br)c2c(F)cccc2c1-c1ccc(F)cc1
 : -8	-3	0	6	-0.2	1	-1	0	0.2
- CCOC(=O)C1=C(CSc2nc3ccccc3s2)NC(=O)NC1c1cccc([N+](=O)[O-])c1 (centres undefined)
 : 16	-7	1	1	0.1	-9	4	8	4.6
- CCOc1ccc(-c2nnc(-c3cccs3)o2)cc1OCC
 : -3	-1	1	0	0.1	7	-1	3	3.1
- CC(NCc1ccccc1Cl)C(=O)Nc1ccc(C#N)cc1 (centres undefined)
 : -1	2	-1	1	-0.1	-3	-5	-1	0.9
- CCOc1ccc2[nH]c(=O)c(CN(Cc3ccco3)C(CC)c3nnnn3Cc3ccccc3)cc2c1 (centres undefined)
 : 18	-10	1	-1	0.5	-6	0	9	-0.7
- Cc1cc(C)c2c(C)c(C(=O)NCc3ccc(S(N)(=O)=O)cc3)oc2c1
 : 7	13	1	2	0.0	17	-10	0	-0.9
- CCCCN(CC)S(=O)(=O)c1ccc2c(c1)CCCN2C(C)=O
 : -2	-6	3	-2	-0.1	1	14	0	0.2
- O=C(CCN1C(=O)S/C(=C/c2ccccc2)C1=O)Nc1ccc(C(=O)O)c(O)c1
 : 8	-5	-1	4	0.0	-2	12	3	-0.5
- O=C(CSc1nnnn1-c1ccccc1)NC(=O)NCc1ccco1
 : 60*	-10	1	1	-0.1	-2	-7	2	2.6
- Cc1noc(C)c1C(=O)OCC(=O)NCCc1ccccc1
 : ·	·	·	·	0.3	12	2	-2	1.7
- CCOc1ccccc1OCC(=O)Nc1nnc(COC)s1
 : 1	-3	0	0	0.0	-13	7	-1	0.5
- Cc1cccc(C(=O)Nc2cccc(OC(=O)c3cccc(C)c3)c2)c1
 : 8	-4	2	1	-0.1	-20	-8	0	1.8
- COc1cccc(C2C(C(N)=O)=C(C)Nc3nc(-c4ccccc4Cl)nn32)c1 (centres undefined)
 : -9	2	-2	-4	-0.2	9	14	-6	-2.0
- Cc1cc(C)c(S(=O)(=O)NCc2cn3ccccc3n2)c(C)c1
 : 5	8	2	-3	0.2	3	-6	5	2.3
- O=C(Nc1ccccc1N1CCCC1)c1cc2ccccc2o1
 : 1	8	0	3	0.0	-9	18	5	-0.5
- Cc1c(C(=O)OCC2CCCO2)[nH]c2c1C(=O)CC(c1ccc(N(C)C)cc1)C2 (centres undefined)
 : -8	4	4	1	-0.1	15	12	-2	-0.1
- CCOC(=O)C1CCCN(C(=O)CCCOc2cc(=O)n(C)c3ccccc23)C1 (centres undefined)
 : -5	0	-2	-3	-0.1	-18	-10	2	3.5
- CCc1cc(=O)oc2c(C)c(OCC(=O)N3CCCc4ccccc43)ccc12
 : 4	-9	2	2	0.1	-9	3	3	0.4

Of the compounds above, these have an NH in an aromatic ring.
Screens in order – HCV core dimer	EBNA-1 inhibitor	TPT1 inh	Fh CTSL1 inh	Efflux pump inh	ZTA counter	PREPL inh	PP1 inh	PP5 inh
- CCCc1[nH]nc2c1C(c1ccc(OC)cc1OC)C(C#N)=C(N)O2 (centres undefined)
 : 0	-10	5	-1	-0.1	9	-3	-2	3.8
- CC(=O)Nc1sc(C)c(C)c1C(=O)OCC(=O)N(C)c1c(N)n(Cc2ccccc2)c(=O)[nH]c1=O
 : -1	-1	0	-1	0.1	-1	9	1	-0.5
- COc1ccc(NC(=O)c2nc[nH]c2C(=O)NCC(=O)OC(C)(C)C)cc1
 : 7	3	-2	1	0.0	2	6	1	4.4
- CCOc1ccc2[nH]c(=O)c(CN(Cc3ccco3)C(CC)c3nnnn3Cc3ccccc3)cc2c1 (centres undefined)
 : 18	-10	1	-1	0.5	-6	0	9	-0.7
- Cc1c(C(=O)OCC2CCCO2)[nH]c2c1C(=O)CC(c1ccc(N(C)C)cc1)C2 (centres undefined)
 : -8	4	4	1	-0.1	15	12	-2	-0.1
